# Compound activity deposited in PubChem by NCI.
# All columns: NCI-60 one-dose screen, growth in % after 48 h at 10 µM unless noted; 100 = growth as untreated, 0 = no growth, -100 = all killed.
# TK-10 – TK-10 renal cancer cells | actives 3.9% (n = 81,000)
# PC-3 – PC-3 prostate cancer cells | actives 3.9% (n = 80,000)
# UO-31 – UO-31 renal cancer | actives 5.2% (n = 81,000)
# SN12C – SN12C renal cancer cells; actives 3.8% (n = 81,000)
# SF-295 – SF-295 CNS cancer cells; actives 5.6% (n = 79,000); AID 1794758
# 786-0 – 786-0 renal cancer cells; actives 5.1% (n = 81,000); AID 1794775
# DU-145 – DU-145 prostate cancer; actives 4.2% (n = 81,000); AID 1794760
# U251 – U251 CNS tumor cells. actives 5.4% (n = 80,000)
# SF-539 – SF-539 CNS cancer. actives 6.8% (n = 81,000)
# Active calls of the source: *; . = no result given; [ ] = another dose, or the depositor's remark. The calls were made as follows: active = growth percent below 10; inactive = the rest.
SMILES,TK-10,PC-3,UO-31,SN12C,SF-295,786-0,DU-145,U251,SF-539
Clc1ccc(Cn2c(-c3cccs3)nc3ccccc32)c(Cl)c1,91,71,69,104,.,100,107,93,94
COC(=O)N1C2c3ccccc3C(c3ccccc32)N1C(=O)OC,100,86,94,99,103,103,114,96,102
CS(=O)(=O)c1ccc(-c2nc3cc(Cl)ccc3n2CC(N)=O)cc1,118,90,75,96,92,96,104,97,98
COc1cc(-c2nc(-c3nnc(-c4ccc(C(F)(F)F)cc4)o3)c3ccccn23)cc(OC)c1OC,112,85,68,96,.,90,89,103,94
CC(=O)N1N/C(=C2/C(C)=NC(=S)NC2c2ccccc2)CC1c1ccc(N(C)C)cc1 (stereo not drawn),118,95,82,95,103,102,110,103,93
CCC(C)(C)C(=O)O[C@H]1C[C@@H](C)C=C2C=C[C@H](C)[C@H](CC[C@@H]3C[C@@H](O)CC(=O)O3)[C@H]21,83,34,52,.,12,52,95,4.8*,91
CCCCN(CCCC)CCC(=O)c1ccc2cc(Br)c3ccccc3c2c1,96,61,69,66,75,94,116,104,107
COC(=O)C1=Cc2nc(C=O)cc3c4ccccc4n(c23)C1C(=O)OC (stereo not drawn),117,91,84,94,101,102,108,99,96
COc1cc(-c2nc(SCC(C)C)nc(Nc3ccc(F)cc3)c2C#N)cc(OC)c1OC,111,85,74,80,94,101,87,104,94
CC(C)Sc1nc(-c2ccccc2)c(C#N)c(N2CCOCC2)n1,106,82,18,28,51,12,83,45,50
O=C(Nc1ccc(-n2cc(-c3ccncc3)c(-c3ccc(Cl)c(O)c3)n2)cc1)c1ccc(Cl)c(C(F)(F)F)c1,-20*,-20*,-37*,67,-63*,-94*,26,-49*,-32*
Cc1c(Br)c(C)c([N+](=O)[O-])c(C)c1[N+](=O)[O-],95,96,77,101,94,92,118,102,98
O=C(COc1ccc(-c2nc3ccccc3[nH]2)cc1)NN1C(=O)c2ccccc2C1=O,117,102,92,98,101,102,103,104,98
O=c1ccc2cc(-n3cc(CO)nn3)ccc2o1,100,94,83,98,104,103,117,100,105
O=C(Cn1c[n+](CC(=O)c2ccc(Cl)cc2)c2ccccc21)Nc1cccc2cccnc12,111,72,81,87,96,104,98,86,90
COC(=O)CC[C@@H]1O[C@@H](c2ccccc2)[C@@H](I)[C@H]1O,101,92,90,111,101,104,105,110,103
COc1ccc(NC(=O)c2sc(N)c(C#N)c2C)cc1,114,112,75,100,110,94,109,107,103
CC12CC[C@@H]3[C@]4(C)COC(c5cn[nH]c5-c5cccc(Cl)c5)O[C@@H]4CC[C@@]3(C)[C@@H]1CC(C1=CCOC1=O)O2 (stereo partly drawn),46,13,16,48,35,47,57,39,58
Brc1ccc(C(c2ccccc2)c2ccccc2)cc1,115,101,82,104,131,112,114,111,108
c1ccc2c(c1)Cc1cc3ccccc3nc1-2,116,100,83,109,102,109,100,92,87
COc1ccc(C2c3c(ccc4ccccc34)Oc3ccc4ccccc4c32)cc1,116,74,67,86,109,98,95,102,96
O=[N+]([O-])C1CCCCC1,105,105,78,103,99,99,110,94,105
CC(C)(C)C(=O)OC(N)/C=C/c1ccccc1 (stereo not drawn),92,92,87,102,102,104,101,103,109
COc1ccc2nccc(Cl)c2c1,103,95,92,99,107,95,101,98,104
COc1ccccc1NC(=S)S,94,67,87,101,101,96,109,92,102
COc1cccc(C2(Cc3cccc(Cl)c3)C(=O)Nc3cccc(Cl)c32)c1 (stereo not drawn),88,85,83,97,.,90,89,93,98
O=C1COCCN1c1ccc(Nc2nc(Cl)nc(OCc3cn(Cc4ccccc4)nn3)n2)cc1,99,89,74,94,102,101,91,83,98
CC(C)CCNC(=O)Cn1ccc(N2CCCCC2)cc1=O,101,96,93,99,103,102,113,102,101
CCOC(=O)c1c(C)n(-c2ccccc2)c2ccc(OC(=O)c3cc(OC)c(OC)c(OC)c3)cc12,103,56,71,87,53,76,103,94,95
O=C(c1cccnc1)N1CCN(c2ccccc2Cl)CC1,105,.,108,103,114,101,108,103,107

# 21 entries already listed, arranged by molar mass, high to low.
SMILES,TK-10,PC-3,UO-31,SN12C,SF-295,786-0,DU-145,U251,SF-539
O=C(Nc1ccc(-n2cc(-c3ccncc3)c(-c3ccc(Cl)c(O)c3)n2)cc1)c1ccc(Cl)c(C(F)(F)F)c1,-20*,-20*,-37*,67,-63*,-94*,26,-49*,-32*
CC12CC[C@@H]3[C@]4(C)COC(c5cn[nH]c5-c5cccc(Cl)c5)O[C@@H]4CC[C@@]3(C)[C@@H]1CC(C1=CCOC1=O)O2 (stereo partly drawn),46,13,16,48,35,47,57,39,58
O=C1COCCN1c1ccc(Nc2nc(Cl)nc(OCc3cn(Cc4ccccc4)nn3)n2)cc1,99,89,74,94,102,101,91,83,98
CCOC(=O)c1c(C)n(-c2ccccc2)c2ccc(OC(=O)c3cc(OC)c(OC)c(OC)c3)cc12,103,56,71,87,53,76,103,94,95
COc1cc(-c2nc(SCC(C)C)nc(Nc3ccc(F)cc3)c2C#N)cc(OC)c1OC,111,85,74,80,94,101,87,104,94
O=C(Cn1c[n+](CC(=O)c2ccc(Cl)cc2)c2ccccc21)Nc1cccc2cccnc12,111,72,81,87,96,104,98,86,90
CCCCN(CCCC)CCC(=O)c1ccc2cc(Br)c3ccccc3c2c1,96,61,69,66,75,94,116,104,107
O=C(COc1ccc(-c2nc3ccccc3[nH]2)cc1)NN1C(=O)c2ccccc2C1=O,117,102,92,98,101,102,103,104,98
COc1cccc(C2(Cc3cccc(Cl)c3)C(=O)Nc3cccc(Cl)c32)c1 (stereo not drawn),88,85,83,97,.,90,89,93,98
COc1ccc(C2c3c(ccc4ccccc34)Oc3ccc4ccccc4c32)cc1,116,74,67,86,109,98,95,102,96
COC(=O)CC[C@@H]1O[C@@H](c2ccccc2)[C@@H](I)[C@H]1O,101,92,90,111,101,104,105,110,103
CC(C)Sc1nc(-c2ccccc2)c(C#N)c(N2CCOCC2)n1,106,82,18,28,51,12,83,45,50
Brc1ccc(C(c2ccccc2)c2ccccc2)cc1,115,101,82,104,131,112,114,111,108
CC(C)CCNC(=O)Cn1ccc(N2CCCCC2)cc1=O,101,96,93,99,103,102,113,102,101
O=C(c1cccnc1)N1CCN(c2ccccc2Cl)CC1,105,.,108,103,114,101,108,103,107
Cc1c(Br)c(C)c([N+](=O)[O-])c(C)c1[N+](=O)[O-],95,96,77,101,94,92,118,102,98
COc1ccc(NC(=O)c2sc(N)c(C#N)c2C)cc1,114,112,75,100,110,94,109,107,103
O=c1ccc2cc(-n3cc(CO)nn3)ccc2o1,100,94,83,98,104,103,117,100,105
c1ccc2c(c1)Cc1cc3ccccc3nc1-2,116,100,83,109,102,109,100,92,87
COc1ccccc1NC(=S)S,94,67,87,101,101,96,109,92,102
COc1ccc2nccc(Cl)c2c1,103,95,92,99,107,95,101,98,104

# The list continues.
SMILES,TK-10,PC-3,UO-31,SN12C,SF-295,786-0,DU-145,U251,SF-539
C=CC(=O)Nc1cccc(Cl)c1,111,94,84,96,.,102,105,85,93
COc1ccc2nc(N=Nc3c(N)nc(N)[nH]c3=O)sc2c1,90,88,67,87,103,106,118,93,92
CCOC(=O)C(C(=O)OCC)C(c1ccccc1)S(=O)(=O)O (stereo not drawn),103,91,81,100,108,101,111,100,105
Nc1c(C(=O)Nc2cccnc2)sc2nc3c(cc12)CCCC3,92,96,93,102,94,98,111,92,92
C[C@H]1CC[C@H]2C3=C1C(=O)O[C@@]31O[C@]3(C)C[C@@H](C[C@@H]2C)[C@]1(C)C3,99,.,80,100,103,106,105,95,107
CC(=O)OC(C1CC1C(=O)C1CO1)[C@H](Cc1ccccc1)NC(=O)OCc1ccccc1 (stereo partly drawn),26,97,83,96,101,98,100,95,99
CS(=O)(=O)c1ccc(-c2nc3ccccn3c2-c2nc3ccc(Cl)cc3[nH]2)cc1,.,84,68,100,94,97,99,96,93
O=C(c1cc(-c2ccccc2)nc2ccccc12)N1N=C(c2ccccc2)CC1c1cc(-c2ccccc2)nn1-c1ccccc1 (stereo not drawn),96,76,75,93,75,86,89,73,108
CC(C1=C(CN(C(=O)Cc2cn(-c3ccccc3)nc2-c2ccc(Cl)cc2)C(C)C)Cc2ccccc21)c1ccccn1 (stereo not drawn),70,42,27,77,75,68,81,68,87
CN(C)c1ccc(/C=C2/C=C(c3ccc4c(c3)CCCC4)OC2=O)cc1,122,85,65,94,103,98,104,105,104
O=C(Nc1cccc(Cl)c1)C1CCCC1=Nc1cccc(Cl)c1 (stereo not drawn),108,102,97,91,96,95,116,91,103
CN(C)S(=O)(=O)N1C(=O)c2ccccc2C1=O,111,101,101,96,101,100,111,104,89
Cn1ccc(=O)c(S(N)(=O)=O)c1,113,101,69,101,102,103,119,91,103
S=C(SCc1ccc(-c2ccccc2-c2nn[nH]n2)cc1)n1cncn1,.,98,88,100,106,98,109,107,98
CSc1[nH]c(=O)ncc1F,109,96,.,101,97,104,106,100,96
Cc1cc(C(N)=S)no1,92,94,98,100,101,105,113,90,111
CC(C)(C)OC(=O)/C=C/c1cccc2c1C(=O)NC(C)(c1cc3cc4ccccc4cc3oc1=O)N2 (stereo not drawn),149,72,60,71,99,90,89,80,86
CN(C)C(=O)OCc1nc2c(N3CCOCC3)nc(-c3ccccc3)nc2n1C,-78*,-65*,-100*,-91*,30,-71*,-74*,-57*,-98*
Fc1ccc(-c2nnc(N3CCOCC3)c3ccccc23)cc1,138,96,86,95,.,105,104,108,99
Cc1cc2c(c3c1C(C)CCC3=O)C(C)(C)CC2(C)C (stereo not drawn),98,81,97,105,105,92,107,90,106
O=C1NC(=O)c2ccccc21,94,101,93,107,99,85,102,95,102
O=C1SC(=O)c2ccccc21,92,95,92,106,110,95,102,101,109
CCN(CC)c1ccc(CN(CC(=O)c2ccc(Cl)c(Cl)c2)Cc2ccccc2)cc1,117,83,82,101,107,.,104,103,108
CCc1c(C)c2cc3nc(CCC(=O)O)oc3c(C)c2oc1=O,94,79,85,109,99,97,104,98,97
Cn1cc(-c2nc(-c3ccsc3)cs2)c2cc(Br)ccc21,107,.,90,101,96,102,103,93,99
O=C(Nc1ccc(-c2ccc3c(c2)NC(=O)/C3=C\c2ccc[nH]2)cc1)Nc1ccc(Cl)c(Cl)c1,78,65,55,69,23,36,54,22,-49*
O=C(NCc1ccccc1)Nc1cccc2c(NC(=O)NCc3ccccc3)cccc12,117[100 µM],98[100 µM],92[100 µM],103[100 µM],111[100 µM],105[100 µM],113[100 µM],106[100 µM],102[100 µM]
CN(CCO)c1cnn(CCO)c(=O)c1Cl,93,96,90,102,91,100,112,105,99
N#C/C(=C\c1ccc(-c2ccc(F)cc2)o1)C(=O)Nc1ncc(Cc2ccc(Cl)cc2)s1,153,102,93,101,107,100,102,109,97

# 2 neighbouring records out of the list so far:
SMILES,TK-10,PC-3,UO-31,SN12C,SF-295,786-0,DU-145,U251,SF-539
Clc1ccc(Cn2c(-c3cccs3)nc3ccccc32)c(Cl)c1,91,71,69,104,.,100,107,93,94
COC(=O)N1C2c3ccccc3C(c3ccccc32)N1C(=O)OC,100,86,94,99,103,103,114,96,102
